RSV antiviral HEp-2: inhibition of RSV-induced cytopathic effect – HEp-2 cells, primary 10 µM value included (AID 2391); HEp-2 cells, RSV-induced CPE inhibition; higher % means a stronger effect; CPE inhibition, % at 10 µM, or IC50 in µM where a hit was titrated; 310,000 tested, 0.13% active; in the data active means a potency from the dose series; further: strong numbers were not always called active
AID2073: inhibitors of Mint1-CaV2.2 protein interaction, biochemical, HTRF (AID 2073). HTRF protein-protein interaction, Mint1-CaV2.2; higher % means a stronger effect. inhibition, % at 20 µM; hits with a dose series show IC50 in µM. 290,000 tested, 0.19% active; in the data active means inhibition mostly above about 51%, no sharp cut-off; further: some results filed as inactive read as strong as hits
NS5 inhibitors: flavivirus cap methylation enzyme inhibition – biochemical, confirmation dose response, primary screen (AID 588689); Dengue-2 NS5 methyltransferase capping enzyme assay, biochemical; higher % means a stronger effect; inhibition, % at 25 µM; hits with a dose series show IC50 in µM; 340,000 tested, 0.3% active; in the data active means a potency from the dose series
Rac1 GTP hydrolysis: MgcRacGAP GTPase-activating activity inhibitors, confirmation, biochemical, ADP Hunter fluorescence. MgcRacGAP-stimulated Rac1 GTP hydrolysis, ADP Hunter fluorescence; higher % means a stronger effect; GST-tagged Rac1 F28L mutant substrate. one-dose inhibition, % at 30 µM; IC50 in µM for titrated hits. 340,000 tested, 0.6% active. AID 624330;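 active means first-screen hits whose inhibition reached a set limit at any dose in the follow-up dose series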;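 further: fluorescence reports GDP produced by GAP-driven GTP hydrolysis; strong numbers were not always called active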
SIAH1 antagonists: Siah-1 peptide-binding antagonists, primary screen, biochemical, fluorescence polarization, rhodamine-plectin, uHTS (AID 1817). Siah-1 / rhodamine-plectin peptide fluorescence polarization; higher % means a stronger effect. displacement, % at 20 µM, or IC50 in µM where a hit was titrated. 290,000 tested, 0.02% active;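 active means displacement of at least 50% at 20 µM, with a fluorescence ratio check between 0.3 and a set limit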;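 further: plate controls were Siah plus tracer with DMSO for no effect and tracer alone without Siah for full effect; strong numbers were not always called active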
K1F lysis inhibition: protection from phage-mediated lysis, alamar blue read-out – E. coli UTI89, K1F phage, bacterial capsule biogenesis inhibitors (AID 488966); inhibition, % at 100 µM; hits with a dose series show IC50 in µM; E. coli UTI89 K1F phage lysis, alamar blue, 2 h; higher % means a stronger effect; 340,000 tested, 0.02% active;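 active means phage lysis inhibition, versus mean bacterial control, above a set limit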;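 further: capsule biogenesis inhibitors block K1F phage lysis so surviving cells raise fluorescence; higher fluorescence means more inhibition of phage lysis; actives were called in the ten point dose series up to 300 µM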
SV40 large T antigen: TAg ATPase/helicase activity blockers – biochemical (AID 1903). inhibition, % at 20 µM; hits with a dose series show IC50 in µM. 310,000 tested, 0.39% active. SV40 large T antigen ATPase/helicase inhibition assay; higher % means a stronger effect; in the data active means a potency from the dose series; further: strong numbers were not always called active
NTR1 agonist: agonists of NTR1, primary screen, imaging, U2OS cells, beta-arrestin-GFP, high content (AID 493036); P30989; NTR1-U2OS beta-arrestin-GFP spot imaging, agonist mode; activation, % at 20 µM; 330,000 tested, 0.17% active;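 active means activation at or above 40% of the spot to cytoplasm intensity ratio, with at least 20 cells analyzed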;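 further: 0% = DMSO without peptide and 100% = 100 nM NTR1 peptide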
Target sequence (P30989 whole entry, looked up): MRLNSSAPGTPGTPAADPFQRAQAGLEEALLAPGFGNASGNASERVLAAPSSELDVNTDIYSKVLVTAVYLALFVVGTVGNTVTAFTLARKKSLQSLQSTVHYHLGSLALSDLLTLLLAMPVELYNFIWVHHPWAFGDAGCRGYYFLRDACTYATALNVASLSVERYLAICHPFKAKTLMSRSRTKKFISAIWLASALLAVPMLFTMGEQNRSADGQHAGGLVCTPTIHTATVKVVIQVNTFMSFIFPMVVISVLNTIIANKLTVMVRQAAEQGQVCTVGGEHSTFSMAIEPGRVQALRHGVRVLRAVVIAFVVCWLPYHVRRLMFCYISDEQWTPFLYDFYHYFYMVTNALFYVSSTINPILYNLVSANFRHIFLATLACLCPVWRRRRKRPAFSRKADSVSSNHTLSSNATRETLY
West Nile virus CPE: inhibition of WNV-induced cytopathic effect – cell-based, CPE readout (AID 1621); West Nile virus-infected cells, CPE inhibition; higher % means a stronger effect; 290,000 tested, 0.02% active; one-dose CPE inhibition, % at 10 µM; IC50 in µM for titrated hits; in the data active means a potency from the dose series; further: strong numbers were not always called active
NTR1 agonist cell count 20 µM: further read-out of NTR1 agonist, marked with its call; cell count; measured here: cell count, cytotoxicity flag
* hit, by the source's call; [ ] = dose if it differs, or a comment. Compounds were not picked by outcome (roughly 1.6% active in at least one column).

COc1ccc(NS(=O)(=O)c2ccc3c(c2)NC(=O)CCS3)cc1Cl was read as RSV antiviral HEp-2 0.5%, AID2073 12%, NS5 inhibitors -4%, Rac1 GTP hydrolysis -21%, SIAH1 antagonists -4%, K1F lysis inhibition -0.3%, SV40 large T antigen 1%, NTR1 agonist 1.3, West Nile virus CPE -0.4% and NTR1 agonist cell count 20 µM 75.
Screening CCN1CCN(c2ccc(NC(=O)Cc3ccccc3)cc2)CC1 returned RSV antiviral HEp-2 -0.7%, AID2073 -2%, NS5 inhibitors -8%, Rac1 GTP hydrolysis 7%, SIAH1 antagonists -4%, K1F lysis inhibition -0.1%, SV40 large T antigen 13%, NTR1 agonist -2.3, West Nile virus CPE -0.5% and NTR1 agonist cell count 20 µM 38.
COc1ccc(NC(=O)CC2C(=O)N(Cc3cccs3)C(=S)N2C(C)C)cc1 (stereo not drawn) was read as RSV antiviral HEp-2 1.1%, AID2073 -5%, NS5 inhibitors -5%, Rac1 GTP hydrolysis 11%, SIAH1 antagonists -5%, K1F lysis inhibition 0.1%, SV40 large T antigen 7%, NTR1 agonist 0.7, West Nile virus CPE -0.3% and NTR1 agonist cell count 20 µM 54.
`CCCCCCn1cc(C(=O)O)c(=O)c2ccccc21` gave RSV antiviral HEp-2 -0.1%, AID2073 -6%, NS5 inhibitors 4%, Rac1 GTP hydrolysis -12%, SIAH1 antagonists 2%, K1F lysis inhibition 0.9%, SV40 large T antigen 3%, NTR1 agonist -0.2, West Nile virus CPE -0.3% and NTR1 agonist cell count 20 µM 58.
For CC(OC(=O)COc1ccccc1)C(=O)NC1CCCC1 (stereo not drawn) the results were RSV antiviral HEp-2 1.1%, NS5 inhibitors -4%, Rac1 GTP hydrolysis 3%, K1F lysis inhibition 0.3%[50 µM], NTR1 agonist 0.1 and NTR1 agonist cell count 20 µM 59.
`COc1ccc(-n2c(SCC(=O)N3CCOCC3)nc(O)cc2=O)cc1` gave RSV antiviral HEp-2 0.8%, AID2073 6%, NS5 inhibitors -10%, Rac1 GTP hydrolysis 7%, SIAH1 antagonists 0%, K1F lysis inhibition 1.4%[50 µM], SV40 large T antigen 13%, NTR1 agonist 0.8, West Nile virus CPE -0.1% and NTR1 agonist cell count 20 µM 59.
For COc1ccc(NC(=O)Nc2cccc(NC(C)=O)c2)c(OC)c1 the results were RSV antiviral HEp-2 0.8%, AID2073 2%, NS5 inhibitors -8%, Rac1 GTP hydrolysis 5%, SIAH1 antagonists -4%, K1F lysis inhibition 0.0%, SV40 large T antigen 4%, NTR1 agonist -0.6, West Nile virus CPE 0.1% and NTR1 agonist cell count 20 µM 85.
Screening COc1ccc(-c2nnc(SCC(=O)Nc3nc4ccccc4s3)n2C)cc1 returned AID2073 27%, NS5 inhibitors 6%, Rac1 GTP hydrolysis 6%, SIAH1 antagonists 6%, K1F lysis inhibition -1.2%, SV40 large T antigen -5%, NTR1 agonist 1.1 and NTR1 agonist cell count 20 µM 62.
Cc1nc(SCC(=O)Nc2c(C)nn(C)c2C)c2cnn(-c3ccccc3)c2n1 was read as RSV antiviral HEp-2 3.0%, AID2073 4%, NS5 inhibitors -11%, Rac1 GTP hydrolysis 5%, SIAH1 antagonists 5%, K1F lysis inhibition 0.7%, SV40 large T antigen 6%, NTR1 agonist -1.6, West Nile virus CPE -1.1% and NTR1 agonist cell count 20 µM 82.
Screening CCC(C)OC(=O)C1=C(C)OC23OC(N)=C(C#N)C12C(=O)c1ccccc13 (stereo not drawn) returned RSV antiviral HEp-2 -0.6%, AID2073 2%, NS5 inhibitors -3%, Rac1 GTP hydrolysis 10%, SIAH1 antagonists -3%, K1F lysis inhibition 0.1%, SV40 large T antigen 5%, NTR1 agonist 1.1, West Nile virus CPE 0.4% and NTR1 agonist cell count 20 µM 47.
`Cn1c(N)c(C(=O)COC(=O)Cc2cccs2)c(=O)n(C)c1=O` gave NS5 inhibitors 2%, Rac1 GTP hydrolysis -2%, K1F lysis inhibition -1.6%, NTR1 agonist 3.0 and NTR1 agonist cell count 20 µM 57.
For CC(NS(=O)(=O)c1ccc(F)cc1)C(=O)Nc1ccc2c(c1)OCCO2 (stereo not drawn) the results were RSV antiviral HEp-2 1.9%, AID2073 -11%, NS5 inhibitors -1%, Rac1 GTP hydrolysis 10%, SIAH1 antagonists 0%, K1F lysis inhibition 0.1%, SV40 large T antigen -2%, NTR1 agonist 1.7, West Nile virus CPE 0.1% and NTR1 agonist cell count 20 µM 63.
Screening CCOC(=O)c1sc(N/N=C/c2cc(Br)c(O)c(OC)c2)nc1C returned RSV antiviral HEp-2 3.8%, AID2073 7%, NS5 inhibitors 0%, Rac1 GTP hydrolysis 15%, SIAH1 antagonists -1%, K1F lysis inhibition 0.3%, SV40 large T antigen 15%, NTR1 agonist 5.8, West Nile virus CPE 1.6% and NTR1 agonist cell count 20 µM 57.
COc1c(S(=O)(=O)NCCCN2CCOCC2)ccc(Cl)c1Cl was read as RSV antiviral HEp-2 -2.5%, AID2073 0%, NS5 inhibitors -3%, Rac1 GTP hydrolysis 9%, SIAH1 antagonists -3%, K1F lysis inhibition 0.0%, SV40 large T antigen 9%, NTR1 agonist 0.5, West Nile virus CPE 0.0% and NTR1 agonist cell count 20 µM 68.
Screening O=C(CCC(=O)N1CCOc2ccccc21)NCCc1ccccc1 returned RSV antiviral HEp-2 2.6%, AID2073 -1%, NS5 inhibitors 1%, Rac1 GTP hydrolysis 10%, SIAH1 antagonists -4%, K1F lysis inhibition 5.3%, SV40 large T antigen 1%, NTR1 agonist -0.9, West Nile virus CPE -0.5% and NTR1 agonist cell count 20 µM 77.
Screening O=C(O)CCCNC(=O)c1nn(Cc2ccccc2)c(=O)c2ccccc12 returned RSV antiviral HEp-2 1.0%, AID2073 12%, NS5 inhibitors -2%, Rac1 GTP hydrolysis -3%, SIAH1 antagonists 12%, K1F lysis inhibition 0.3%, SV40 large T antigen 0%, NTR1 agonist 0.1, West Nile virus CPE 0.2% and NTR1 agonist cell count 20 µM 50.
`COc1ccc(C(=O)NC(=S)Nc2ccc(CN3CCOCC3)cc2)cc1` gave RSV antiviral HEp-2 3.5%, AID2073 -14%, SIAH1 antagonists 2%, SV40 large T antigen 3%, NTR1 agonist -0.4, West Nile virus CPE -1.2% and NTR1 agonist cell count 20 µM 43.
CCOc1ccc(NC(=O)COc2ccccc2)c([N+](=O)[O-])c1 was read as RSV antiviral HEp-2 1.7%, AID2073 -2%, NS5 inhibitors -2%, Rac1 GTP hydrolysis 8%, SIAH1 antagonists 1%, K1F lysis inhibition 0.4%, SV40 large T antigen -1%, NTR1 agonist 5.6, West Nile virus CPE -1.2% and NTR1 agonist cell count 20 µM 47.
`CC(CNC(=O)c1cncc(O)c1)NC(=O)c1cncc(O)c1` (stereo not drawn) gave RSV antiviral HEp-2 1.5%, AID2073 17%, NS5 inhibitors 3%, Rac1 GTP hydrolysis 3%, SIAH1 antagonists 0%, K1F lysis inhibition 0.8%, SV40 large T antigen 2%, NTR1 agonist 0.3, West Nile virus CPE 0.1% and NTR1 agonist cell count 20 µM 63.
For N#CC1=C(SCC(N)=O)NC(=O)CC1c1ccccc1Cl (stereo not drawn) the results were RSV antiviral HEp-2 0.3%, AID2073 -4%, NS5 inhibitors -3%, Rac1 GTP hydrolysis -2%, SIAH1 antagonists -3%, K1F lysis inhibition 0.1%, SV40 large T antigen -2%, NTR1 agonist -2.6, West Nile virus CPE 0.1% and NTR1 agonist cell count 20 µM 91.
`CC(C)n1c(CN(C)Cc2ccccc2)nc2c1c(=O)n(C)c(=O)n2C` gave RSV antiviral HEp-2 0.5%, AID2073 -7%, SIAH1 antagonists -3%, SV40 large T antigen 12%, NTR1 agonist 5.2, West Nile virus CPE 0.6% and NTR1 agonist cell count 20 µM 84.
`O=C(COC(=O)c1sc2cc(F)ccc2c1Cl)Nc1ncc(Cl)cc1Cl` gave RSV antiviral HEp-2 2.9%, AID2073 14%, NS5 inhibitors 1%, Rac1 GTP hydrolysis 4%, SIAH1 antagonists -6%, K1F lysis inhibition 0.8%[50 µM], SV40 large T antigen -4%, NTR1 agonist 1.9, West Nile virus CPE 0.5% and NTR1 agonist cell count 20 µM 72.
COc1ccc(S(=O)(=O)NCCC(=O)OCC(=O)NC2CC2)cc1 was read as NS5 inhibitors -2%, Rac1 GTP hydrolysis 0%, K1F lysis inhibition -0.2%, NTR1 agonist -0.4 and NTR1 agonist cell count 20 µM 71.
For Cc1cccc(CNc2ncnc3ccc(-c4ccccc4Cl)cc23)c1 the results were RSV antiviral HEp-2 16%, NS5 inhibitors -3%, Rac1 GTP hydrolysis 9%, K1F lysis inhibition 0.7%, NTR1 agonist 4.0 and NTR1 agonist cell count 20 µM 65.
O=C(Nc1cc(S(=O)(=O)N2CCCC2)ccc1OCC(F)(F)F)c1ccccc1F was read as RSV antiviral HEp-2 1.7%, AID2073 3%, NS5 inhibitors -2%, Rac1 GTP hydrolysis 3%, SIAH1 antagonists 6%, K1F lysis inhibition 1.2%[50 µM], SV40 large T antigen 10%, NTR1 agonist 3.8, West Nile virus CPE 0.5% and NTR1 agonist cell count 20 µM 43.
Screening O=S1(=O)C=CC(N2CCOCC2)C1 (stereo not drawn) returned RSV antiviral HEp-2 1.6%, AID2073 -2%, NS5 inhibitors -1%, Rac1 GTP hydrolysis 3%, SIAH1 antagonists 3%, K1F lysis inhibition 0.0%, SV40 large T antigen 1%, NTR1 agonist 1.4, West Nile virus CPE 0.4% and NTR1 agonist cell count 20 µM 69.
CN(C)S(=O)(=O)c1ccc(C(=O)NCCSc2ccc(Br)cc2)cc1 was read as RSV antiviral HEp-2 13%, AID2073 -5%, NS5 inhibitors -8%, Rac1 GTP hydrolysis 4%, SIAH1 antagonists 6%, K1F lysis inhibition -0.5%[50 µM], SV40 large T antigen 16%, NTR1 agonist 1.1, West Nile virus CPE -0.7% and NTR1 agonist cell count 20 µM 42.
Cc1nc2ccc(S(=O)(=O)N(C)CC(=O)NC(C)c3ccccc3)cc2s1 (stereo not drawn) was read as RSV antiviral HEp-2 1.9%, AID2073 6%, NS5 inhibitors -4%, Rac1 GTP hydrolysis 0%, SIAH1 antagonists -4%, K1F lysis inhibition 0.4%, SV40 large T antigen 4%, NTR1 agonist -0.4, West Nile virus CPE -0.8% and NTR1 agonist cell count 20 µM 57.
`Cc1cc(C)c(C(=O)/C=C/c2ccc(C(C)C)cc2)c(=O)[nH]1` gave AID2073 0%, NS5 inhibitors -6%, Rac1 GTP hydrolysis 5%, SIAH1 antagonists 7%, K1F lysis inhibition 1.0%, SV40 large T antigen 4%, NTR1 agonist 7.5, West Nile virus CPE 11% and NTR1 agonist cell count 20 µM 83.

Screens from PubChem BioAssay.
